MC4R antag cAMP: blocks human MC4R cAMP signaling; inhibition, % at 6.5 µM; MC4R-expressing cells, MTII-stimulated cAMP, LANCE TR-FRET; actives 0.48% (n = 360,000); P32245;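 active = inhibition above its plate's cutoff, the mean of tested wells on that plate plus 3 SD, cut at about 29% in these data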;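 also: 0% = Melanotan II alone and 100% = Melanotan II plus saturating MCL0020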
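material = U2OS cells stably expressing human melanocortin 4 receptor (MC4R) | also added = Melanotan II challenge | dosing = single nominal compound dose of 6.5 µM | detection = TR-FRET with Eu-cAMP and labeled anti-cAMP, 671 nm | replication = singlicate | timing = compound 30 min, challenge 1 h, detection 1 h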
aDG glyco up: alpha-DG glycosylation activation | actives 0.22% (n = 360,000) | AID 624168 | activation, % at 10 µM | Pro5-aDG cells, alpha-DG glycosylation AlphaScreen (IIH6); 0% Pro5, 100% B10-LARGE cell signal;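 active = activation of at least 8% versus controls, or a plate z-score of at least 8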;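 also: Pro5 are CHO cells carrying HIG-tagged alpha-DG that lacks glycosylation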
MC4R ag barr: activates human MC4R beta-arrestin recruitment. P32245. U2OS MC4R beta-arrestin complementation, luminescence; percent of melanotan II response, DMSO zero. activation, % at 8.9 µM. actives 0.98% (n = 360,000);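 active = activation above a per-plate cutoff, the mean activation of sample wells on that plate plus 3 SD, cut at about 8% in these data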
ABCB6 inh 2: blocks the human ABCB6 transporter | AID 602162 | Q9NP58 | actives 0.19% (n = 360,000) | fluorescence ratio to DMSO, % at 10 µM | K562-ABCB6 porphyrin accumulation, flow cytometry, 1 h; active compounds read low;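 active = fluorescence ratio to DMSO below 75%, the collection mean minus 3 SD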;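 also: signal is porphyrin accumulated inside mitochondria; 100% equals median channel fluorescence of DMSO control wells; lower ratio means ABCB6 inhibition with less porphyrin fluorescence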
ABHD5-PLIN5 inh: inhibitors of human ABHD5-perilipin-5 interaction; AID 602281; Split G. princeps luciferase complementation, luminescence, 4 h; inhibition, % at 4 µM; actives 0.78% (n = 360,000); Q00G26+Q8WTS1;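 active = inhibition above the mean inhibition across every tested compound plus 3 SD, cut at about 22% in these data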;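 also: 0% = DMSO only wells and the 100% control is not disclosed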
Target sequence (Q00G26 whole entry, looked up): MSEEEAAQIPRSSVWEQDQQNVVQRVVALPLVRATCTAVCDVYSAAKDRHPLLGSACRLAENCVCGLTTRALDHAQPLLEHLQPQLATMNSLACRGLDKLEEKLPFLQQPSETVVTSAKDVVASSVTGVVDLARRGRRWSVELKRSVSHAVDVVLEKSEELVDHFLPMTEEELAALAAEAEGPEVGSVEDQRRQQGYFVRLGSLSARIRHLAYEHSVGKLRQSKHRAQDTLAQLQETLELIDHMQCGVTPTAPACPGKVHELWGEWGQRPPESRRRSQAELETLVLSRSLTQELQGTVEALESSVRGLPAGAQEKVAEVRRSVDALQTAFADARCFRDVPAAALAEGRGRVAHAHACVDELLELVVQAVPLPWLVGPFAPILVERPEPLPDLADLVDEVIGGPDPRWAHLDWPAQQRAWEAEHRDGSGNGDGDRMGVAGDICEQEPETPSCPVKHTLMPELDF
Target sequence (Q8WTS1 whole entry, looked up): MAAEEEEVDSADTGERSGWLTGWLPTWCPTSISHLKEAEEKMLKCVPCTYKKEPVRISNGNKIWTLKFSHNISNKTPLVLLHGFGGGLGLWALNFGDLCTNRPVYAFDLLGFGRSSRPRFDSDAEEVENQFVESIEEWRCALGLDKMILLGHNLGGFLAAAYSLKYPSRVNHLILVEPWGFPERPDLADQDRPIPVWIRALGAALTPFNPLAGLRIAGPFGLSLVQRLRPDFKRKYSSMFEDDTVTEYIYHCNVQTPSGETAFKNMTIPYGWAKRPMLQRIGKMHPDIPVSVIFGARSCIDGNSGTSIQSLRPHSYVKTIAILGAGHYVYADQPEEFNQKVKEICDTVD
iPSC survival up: increases survival of single human iPS cells; hiPSC single-cell survival, ATPlite luminescence; 100% = ROCK inhibitor wells, 0% = DMSO; survival enhancement, % at 20 µM; actives 0.044% (n = 360,000); AID 602274; in the data active = survival enhancement above about 18%;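 also: cells exposed to compounds for 16 hours before the ATP read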
Glyco luc inh: N-linked glycosylation inhibition; D54 ERlucT glycosylation luciferase reporter, 24 h; percent of 100 nM tunicamycin response; AID 588692; actives 0.23% (n = 360,000); reporter increase, % at 12.5 µM;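 active = mean luciferase reporter signal, scaled so untreated is 0 and the glycosylation-blocking control 100, at or above a set limit in every replicate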;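 also: luciferase carries N-glycosylation sites so blocking glycosylation raises the light; 0% = median of neutral control wells and 100% = median of 100 nM tunicamycin wells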
Cardio protect: protects H9c2 cardiomyocytes from peroxide injury | H2O2 injury protection, ATPLite, 2 h | protection from H2O2 cell death, % at 20 µM | actives 0.63% (n = 360,000) | AID 588492;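 active = compounds giving at least 50% protection of heart cells from peroxide-induced death in the single-dose screen, raw or plate-pattern-corrected value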;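 also: 0% = DMSO wells with peroxide and 100% = DMSO wells without peroxide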
Exocytosis inh: lytic granule exocytosis inhibition. TALL-104 LAMP-1 surface exposure, flow cytometry; cells stimulated with thapsigargin and PMA. inhibition, % at 10 µM. actives 0.66% (n = 360,000);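 active = inhibition above about 55%, limit read from the data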
m5-HT2A agonist: activates the mouse 5-HT2A serotonin receptor | P35363 | CHO-K1 mHTR2A beta-arrestin complementation, luminescence; percent of 30 µM serotonin response | activation, % at 7.6 µM | actives 0.66% (n = 360,000);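 active = activation above a run cutoff, the mean activation of all tested compounds plus 3 SD, cut at about 14% in these data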;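 also: 0% = plate median of compound wells and 100% = 30 µM serotonin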
Active calls of the source: *; x = no result given.

SMILES	MC4R antag cAMP	aDG glyco up	MC4R ag barr	ABCB6 inh 2	ABHD5-PLIN5 inh	iPSC survival up	Glyco luc inh	Cardio protect	Exocytosis inh	m5-HT2A agonist
COc1ccc(CN(C)C(=O)c2ccc(OCC(=O)Nc3cccc(C(F)(F)F)c3)c(OC)c2)cc1	7	3.0	5.0	89	2	1.1	-4	-15	-4	-5
Cc1ccc(S(=O)(=O)N2CCN(C(=O)c3ccc(COc4ccccc4)o3)CC2)cc1	6	0.4	-1.3	98	-1	-0.3	-3	-7	-4	6
CCCN1CCC(=NNc2ccc(S(N)(=O)=O)cc2[N+](=O)[O-])CC1	13	-0.2	-1.0	99	0	0.1	-2	7	7	2
CN(C)CCNC(=O)c1c(CSc2ccccc2)noc1C(=O)NCc1ccccc1	6	1.0	0.7	97	13	0.3	-1	13	-2	-6
CCCc1cc(=O)[nH]c(SCC(=O)N(CCC#N)c2ccc3c(c2)OCCO3)n1	3	0.0	-1.9	103	2	0.9	-1	6	-7	4
Cn1c(SCC(=O)NC2CC2)nnc1-c1ccc(Cl)cc1	3	0.2	0.6	94	10	-0.4	2	4	-5	-7
Cc1ccccc1OCc1nc2ccccc2c(=O)n1NC(=O)c1ccco1	-1	0.0	-0.9	99	-1	1.0	0	11	2	1
O=c1c2[nH]c3ccccc3c2ncn1CCCn1ccnc1	19	0.2	-1.4	101	3	-2.1	1	2	-8	6
Cc1ccc(S(=O)(=O)N2CCN(C(=O)COC(=O)/C=C/c3cccc(Cl)c3)CC2)c(C)c1	7	-0.1	0.4	97	-13	-0.9	2	-9	-11	-2
CCOc1ccc(CN(C(=O)c2ccccn2)c2ccc(OC)c(Cl)c2)cc1	0	0.1	-2.2	98	10	11	1	-3	18	4
CCOc1ccc(S(=O)(=O)N(CC)CC)cc1N	-3	-0.1	-0.5	96	4	-1.2	-2	10	0	2
Cc1ccc(C(=O)N2CCCC(Nc3ccc(C(C)C)cc3)C2)cn1 (stereo not drawn)	-2	0.4	-2.6	97	-2	-0.5	2	1	-3	7
Cc1cccc(CN2CCC(Oc3ccc(C(=O)N4CCCCC4)cc3)CC2)c1	12	1.3	-2.1	98	-2	-0.4	0	7	-2	-12
Cc1cc(C)nc(NS(=O)(=O)c2ccc(N/C=C/C(=O)c3ccc(Cl)cc3)cc2)n1	9	-0.5	-1.0	105	4	2.8	-1	-1	1	4
CCOc1ccc(NC2=CC(=O)CCC2)cc1	-5	0.0	1.3	97	2	0.9	2	7	17	5
Cc1ccc(S(=O)(=O)N(C)C[C@H]2Oc3cc(C#Cc4ccccc4)ccc3S(=O)(=O)N([C@H](C)CO)C[C@@H]2C)cc1	2	-0.2	0.7	98	5	0.4	-4	-10	4	-2
Nc1ccc(O)cc1C(=O)OCC(=O)c1ccc(C2CCCCC2)cc1	7	-0.4	21*	104	-7	0.6	3	-16	-4	9
Cc1ccccc1NC(=O)/C(C#N)=C\c1cn(CC(=O)O)c2ccccc12	14	-0.8	-0.7	106	-2	-0.4	-1	2	-1	-2
Cc1ccc(NC(=O)CCNS(=O)(=O)c2ccccc2)cc1S(=O)(=O)N1CCOCC1	-4	-0.1	2.1	104	-2	-0.5	-2	3	2	1
CCN(CCO)C(=O)C(c1ccccc1)c1ccccc1	11	-0.3	0.9	98	1	4.2	0	7	-1	3
COc1ccc(CCN(C)C/C=C/c2ccccc2[N+](=O)[O-])cc1OC	6	0.3	-1.0	94	4	-0.2	-2	-2	0	7
O=C(CCC1CCCCC1)Nc1ccccc1O	-2	0.1	-0.7	100	3	0.4	-2	-12	4	1
COC(=O)c1ccc([C@H](NC(=O)c2ccco2)[C@]2(C)C[C@H]2C2CCCCC2)cc1	0	0.0	0.8	103	-12	9.2	0	-12	-6	-3
COc1cccc(/C=C/C(=O)OCC(=O)Nc2cccc(S(=O)(=O)N(C)C)c2)c1	-6	-0.3	1.3	103	7	-1.4	1	-7	8	-2
COc1cc(C2/C(=C(\O)c3ccc4c(c3)CC(C)O4)C(=O)C(=O)N2c2nnc(C)s2)cc(OC)c1OC (stereo not drawn)	7	-0.1	-2.1	101	-5	3.4	2	1	-2	-2
CC(C)Sc1nc(C(F)(F)F)cc(=O)n1-c1ccccc1	5	-0.2	4.3	103	5	-1.1	-1	-5	-2	1
COc1ccc(C(NC(=O)C2CCN(CCCc3ccccc3)CC2)c2cccs2)cc1 (stereo not drawn)	10	0.3	0.7	93	9	0.0	0	2	13	1
Cc1cccc(C)c1NC(=O)C1(C)CN(S(C)(=O)=O)CC(=O)N1CCOc1ccccc1 (stereo not drawn)	x	-0.1	x	x	-8	x	x	x	2	-2
O=C(O)c1cc(-c2cccs2)nn1-c1ccccc1	4	-0.1	-0.5	100	6	-0.7	2	-4	-3	4
CN(CC(=O)Nc1ccc(C#N)cc1)Cc1ccc(Cl)c(Cl)c1	-2	0.2	4.7	103	-2	-1.2	0	-13	-5	-4

A second format for some results above:
Below each SMILES – MC4R antag cAMP, aDG glyco up, MC4R ag barr, ABCB6 inh 2, ABHD5-PLIN5 inh, iPSC survival up, Glyco luc inh, Cardio protect, Exocytosis inh, m5-HT2A agonist
Cc1ccc(NC(=O)CCNS(=O)(=O)c2ccccc2)cc1S(=O)(=O)N1CCOCC1
 : -4, -0.1, 2.1, 104, -2, -0.5, -2, 3, 2, 1
COc1ccc(CCN(C)C/C=C/c2ccccc2[N+](=O)[O-])cc1OC
 : 6, 0.3, -1.0, 94, 4, -0.2, -2, -2, 0, 7
O=C(O)c1cc(-c2cccs2)nn1-c1ccccc1
 : 4, -0.1, -0.5, 100, 6, -0.7, 2, -4, -3, 4
COC(=O)c1ccc([C@H](NC(=O)c2ccco2)[C@]2(C)C[C@H]2C2CCCCC2)cc1
 : 0, 0.0, 0.8, 103, -12, 9.2, 0, -12, -6, -3

The results go on:
SMILES	MC4R antag cAMP	aDG glyco up	MC4R ag barr	ABCB6 inh 2	ABHD5-PLIN5 inh	iPSC survival up	Glyco luc inh	Cardio protect	Exocytosis inh	m5-HT2A agonist
O=C(Nc1ccc(Br)cc1)c1ccc(N2C(=O)C3CC=C(Cl)CC3C2=O)cc1 (stereo not drawn)	7	-0.1	-0.7	96	-2	-0.1	-6	-11	-4	1
S=C(NCCc1ccccc1)N/N=C/c1cccc(Cl)c1Cl	6	-0.2	-3.0	100	-7	-1.6	4	-11	-4	1
CC(=O)Nc1ccc(C(=O)CSc2nnc(Cn3nnc4ccccc43)n2C)cc1	-1	0.0	-1.4	103	-2	1.7	1	4	3	0
Cc1cc(C)c2c(=O)[nH]c(SCC(=O)Nc3ccc(N(C)C)cc3)nc2n1	10	-0.2	-1.6	101	-3	-0.1	1	11	1	3
O=C(CSCCc1ccccn1)Nc1ccc(Br)cn1	10	0.1	2.1	99	-14	-1.3	-2	-4	-1	-2
CCCc1cc(=O)[nH]c(SCC(=O)c2ccc3c(c2)NC(=O)CO3)n1	3	-0.2	-0.6	101	3	0.3	0	2	0	-1
CCOc1ccc(OCC)c(S(=O)(=O)n2ccnc2C)c1	8	0.0	-0.6	94	3	-0.4	-1	-2	-14	4
COc1cc(C)nc(Oc2ccc(=O)[nH]n2)n1	-5	0.1	2.9	95	1	0.6	4	4	-1	3
CCC(C)C(NC(=O)c1ccccc1)C(=O)Nc1ccc(S(=O)(=O)Nc2cc(C)nc(C)n2)cc1 (stereo not drawn)	0	0.1	-0.2	89	1	6.0	0	-1	-4	10
O=C(Nc1nccs1)C1CC=CCC1 (stereo not drawn)	9	0.0	-1.7	99	3	-0.3	0	2	-10	-2
COc1ccc(N2CCN(CC(=O)Nc3ccccc3C(=O)NCc3ccccc3)CC2)cc1	14	-1.0	-0.3	97	11	-0.3	0	25	-1	-9
CC(CC(=O)Nc1ccncc1)c1ccccc1 (stereo not drawn)	10	0.0	-0.5	98	1	-0.1	-4	0	15	2
CN1CCC(=C2c3ccccc3C(O)c3ccccc32)CC1 (stereo not drawn)	-4	-0.1	-0.3	91	4	0.0	2	5	15	-7
O=C1CCCCCC[C@@H](O)[C@H](O)C[C@H](c2ccccc2)O1	x	0.0	x	98	-5	0.3	x	x	2	2
CCOc1cc(C(=O)Nc2cccnc2)cc(OCC)c1OCC	-1	-0.1	-0.9	100	-5	1.0	3	6	-6	6
CCc1nc2c(OCCn3cccc3)cccn2c1N(C=O)Cc1ccc(OC)cc1	2	-0.4	-2.0	95	7	-1.2	1	10	-4	-5
Cc1ccc(/C=N/Nc2cn[nH]c(=O)n2)o1	-16	-0.1	-2.3	98	-2	-0.7	2	-10	4	8
COc1ccccc1-c1cc(NC(C)=O)c2ncc(-c3cccc(C(C)=O)c3)n2c1	-17	-0.4	11*	96	6	-2.2	4	52*	11	-5
O=C(NC(=S)NCc1ccc(-c2nc3ccccc3s2)cc1)c1ccco1	-2	0.1	28*	92	1	-1.2	5	-8	-1	-3
CCN(CC)S(=O)(=O)c1cccc(NC(=O)COC(=O)CCc2nc3ccccc3s2)c1	5	0.0	6.6	99	0	6.2	2	-4	1	6
CC1c2[nH]c3ccccc3c2CCN1C(=O)Nc1ccccc1 (stereo not drawn)	-9	0.1	0.9	103	4	-1.4	1	-11	-1	-6
O=C(CCSCc1ccc(Cl)cc1)NCc1ccco1	20	-0.3	4.0	99	-3	1.8	0	-4	3	-5
CCc1cc(=O)[nH]c(SCC(=O)Nc2cc(C)on2)n1	3	-0.2	-1.3	98	-6	-0.5	-2	3	5	5
Cc1ccc(CN2CCN(/N=C/c3cc([N+](=O)[O-])ccc3Cl)CC2)cc1	-2	2.2	-1.6	93	-10	-1.7	1	-3	3	-5
CCN(CC)S(=O)(=O)c1ccc2oc(C(=O)NCCCN3CCOCC3)c(C)c2c1	5	-0.1	0.5	99	-6	0.6	0	14	1	5
COc1cc(/C=N/N2CCN(c3ccccc3)CC2)ccc1OC(C)=O	2	0.0	0.6	98	-7	0.3	1	2	-6	2
C=CCOc1ccc(NC(=O)C2CC(=O)N(C(C)C)C2)cc1 (stereo not drawn)	-2	0.0	-2.4	96	-7	0.3	1	-2	-5	-4
N=c1c(S(=O)(=O)c2ccccc2)cc2c(=O)n3ccccc3nc2n1CCCN1CCOCC1	-1	0.1	1.8	99	7	-0.5	1	9	4	-3
O=C(NCc1ccc(F)cc1)C1CCCN(S(=O)(=O)c2ccc(Br)s2)C1 (stereo not drawn)	1	0.8	0.7	92	-3	-0.6	-3	-8	36	1
CCNC(=S)N(CCc1ccccc1C)Cc1cc2cc(OC)c(OC)cc2[nH]c1=O	7	0.0	-0.8	95	1	0.5	3	1	3	-3
CC(C)NC(=O)C1(C)CCN1C(=O)c1cccn1C (stereo not drawn)	5	0.0	0.5	102	3	-1.0	3	7	-8	-3
Cn1c(=O)c2c(nc(N/N=C/c3cccnc3)n2Cc2ccc(F)cc2)n(C)c1=O	-1	0.1	-1.3	102	-4	-0.2	0	2	4	-4
COc1ccc(CNC(=O)c2cc(=O)c3c(C)cc(C)cc3o2)cc1	-19	-0.2	1.9	100	12	1.4	0	5	17	-5
CC(=O)NCCc1ccc(S(=O)(=O)Nc2cccnc2)cc1	0	-0.1	-2.1	106	0	-0.1	-5	6	-5	-1
CC(/C=N/NC(=O)Cc1cccn1C)=C\c1ccccc1	2	0.1	1.0	94	5	-0.7	1	-5	-8	1
